Bioassay records as filed in PubChem.
HT1080 IDH1KD tx: HT-1080 IDH1 knockdown cell toxicity (counter line) | Potency, µM (doses to about 46.1 µM), for the others: top-dose activity, negative = toxicity, actives largely listed as cytotoxic | 360,000 compounds, 2% hits | HT-1080 IDH1 knockdown viability, ATP luminescence, 48 h;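 also: potency is read from the fitted curve at half-maximal effect; 0% = DMSO wells and -100% = cell-free medium wells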
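Luminescent ATP read-out (CellTiter-Glo, 10 min at room temperature) after 48 h compound exposure at 37 °C gave viability of IDH1-knockdown HT-1080 cells. Activity was normalised to DMSO and cell-free wells, then fitted as concentration-response curves.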
SW480 rerep: DNA re-replication induction in SW480 cells | SW480 DNA re-replication, Hoechst DNA content imaging, 48 h | 340,000 compounds, 1.8% hits | AID 624297 | Potency, µM (top dose mostly 46.1 µM), for inactives: top-dose re-replication activation, actives largely listed as activators; also: potency is read from the fitted curve at half-maximal effect; % of control where 0% means no effect; nearly all actives have a fitted effect of over 55% in size
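Treated cells incubate 48 hr (37 C, 5% CO2), are stained 40 min with Hoechst, and nuclear fluorescence is enumerated; a rise in nuclei with high DNA signal marks re-replication.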
MCF10A rerep: induces DNA re-replication in MCF 10a normal breast cells | MCF 10A DNA re-replication, Hoechst nuclear intensity, 48 h | 350,000 compounds, 2.9% hits | Potency, µM (series often up to 46.1 µM), inactives show at the top dose activity, positive = re-replication, usual class: activators; also: potency is read from the fitted curve at half-maximal effect; % of control where 0% means no effect; nearly all actives have a fitted effect of over 50% in size
KB-V1 MDR tox: KB-V1 MDR subline cytotoxicity | KB-V1 MDR cells viability, CellTiter-Glo, 72 h | Potency, µM (top dose mostly 46.1 µM), for inactives: top-dose activity change, negative = cytotoxicity, hits mostly cytotoxic | 400,000 compounds, 3.4% hits; also: potency is read from the fitted curve at half-maximal effect; % is scaled to controls: 0 for no effect and ±100 for the full control effect; nearly all actives have a fitted effect of over 60% in size
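Potencies derive from concentration-effect curves fitted to normalized luminescence (CellTiter-Glo) of KB-V1 cells treated for 72 h at 37 degrees C in phenol-red-free DMEM containing 10% FBS.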
KB-3-1 tox: kills parental KB-3-1 adenocarcinoma cells; Potency, µM (highest dose often 46.1 µM), inactives show top-dose activity change, negative = cytotoxic, hits mostly cytotoxic; KB-3-1 viability, CellTiter-Glo ATP luminescence, 72 h; 400,000 compounds, 1.4% hits; also: potency is read from the fitted curve at half-maximal effect; % is scaled to controls: 0 for no effect and ±100 for the full control effect; nearly all actives have a fitted effect of over 60% in size
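Viability of parental KB-3-1 cells, measured by CellTiter-Glo luminescence, followed a 72 h incubation at 37 °C with pinned compounds in phenol-red-free DMEM containing 10% FBS.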
ATXN2 expr inh: inhibitors of ATXN2 expression; HEK-293 ATXN2-luciferase reporter, luminescence, 24 h; Potency, µM (series often up to 57 µM), inactives show at the highest dose activity change, negative = inhibition, usual class: inhibitors; AID 1745845; 360,000 compounds, 0.72% hits; also: potency is read from the fitted curve at half-maximal effect; % is scaled to controls: 0 for no effect and ±100 for the full control effect; nearly all actives have a fitted effect of over 55% in size
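qHTS (up to 57 uM final) was run with 24 h compound exposure of reporter cells at 37 °C. Each well was multiplexed: SteadyGlo luminescence measured ATXN2-luciferase expression after a fluorogenic Gly-Phe-AFC viability readout (25 uM final).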
WRN helicase inh: blocks human WRN helicase; WRN helicase unwinding, fluorescent forked duplex, kinetic; Potency, µM (titrated, usually from 114 µM), inactives show at the highest dose activity change, negative = inhibition, most hits filed as inhibitors; 360,000 compounds, 0.46% hits; also: potency is read from the fitted curve at half-maximal effect; % is scaled to controls: 0 for no effect and ±100 for the full control effect; nearly all actives have a fitted effect of over 55% in size
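Enzyme (20 nM final) and test compound sit together 15 min at room temperature before substrate addition. Substrate is a single-forked duplex oligonucleotide (100 nM) labelled with fluorophore and quencher, with 2 mM ATP; helicase unwinding raises red fluorescence, read kinetically.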
HT1080-NT tox: kills 2HG-producing HT-1080-NT fibrosarcoma cells; AID 686970; Potency, µM (top dose mostly 46.1 µM), for inactives: at the highest dose activity, negative = less viability, actives largely listed as cytotoxic; HT-1080-NT fibrosarcoma viability, CellTiter-Glo ATP luminescence, 48 h; 360,000 compounds, 1.6% hits;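 also: NT is the 2HG producing partner of a matched IDH1 knockdown line; potency is read from the fitted curve at half-maximal effect; 0% = DMSO-treated cells and -100% = media-only wells without cells; nearly all actives have a fitted effect of over 55% in size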
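Fibrosarcoma NT cells, 750 per well in 5% FBS RPMI, were exposed to compound for 48 hours. Viability: CellTiter-Glo luminescence.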
IL1B secr inh: blocks inflammasome-driven IL-1 beta release | AID 743279 | THP-1 LPS/ATP IL-1B secretion, AlphaLISA, 16 h; hits give low values | activity change, % at 57.5 µM | 360,000 compounds, 4.7% hits; in the data active = activity change below about -50%; inconclusive = mostly about -30% to -49%; also: % is scaled to controls: 0 for no effect and ±100 for the full control effect
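THP-1 cells pretreated 1 hr with compounds (up to 57.5 uM final), then stimulated with LPS (250 ng/mL final) plus ATP (1.25 mM final); secreted IL-1B measured by AlphaLISA after 16 hr, decreased signal indicating inhibition.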
Active calls of the source: *; u = inconclusive; x = not tested or not shown; [ ] = remark or other dose. Unless noted, calls follow the shape of the dose curve; as a rule, active = well fitted curve in the direction sought with a large enough effect; inconclusive = small, poorly fitted or top-dose-only effect, or another doubt; inactive = no such curve, though single readings can be large; an effect the other way counts as inactive or inconclusive.

SMILES	HT1080 IDH1KD tx	SW480 rerep	MCF10A rerep	KB-V1 MDR tox	KB-3-1 tox	ATXN2 expr inh	WRN helicase inh	HT1080-NT tox	IL1B secr inh
Cc1c(C(=O)NCc2ccco2)oc2ccc(Br)cc12	-6.5%	-7.5%	10.7%	-27.2%	4.7%	46.5%[activator]	-14.7%	-3.4%	4.5
O=C(Cc1ccccc1)NNc1c2ccccc2nc2ccccc12	-11.2%	-19.9%	-8.2%	-1.3%	-0.3%	-18.2%	4.7%	-23.1%	17.8
CN(C)c1ccc(/C=N/NC(=S)NCc2ccco2)cc1	8.3%	-1.0%	u	4.0%	10.4%	8.1%	-30.4%	9.6%	-18.6
O=C(CCC1CCCN(Cc2ccc3c(c2)CCO3)C1)NCc1ccc(F)c(F)c1 (stereo not given)	0.7%	-19.0%	1.6%	15.1%	-6.5%	x	3.1%	-1.1%	1.1
COC(=O)COc1cccc2c(=O)n(CC(=O)NCCc3ccc(OC)c(OC)c3)ccc12	8.4%	0.7%	3.4%	19.7%	5.2%	-4.5%	1.6%	21.4%	u
Cc1ccc(SCC(=O)N2CCOCC2)cc1	11.1%	0.2%	-0.2%	0.0%	1.3%	7.1%	-2.2%	9.3%	-7.8
COc1ccc(C(=O)N(CN2CCCC2=O)c2ccccc2OC)cc1OC	1.8%	-1.3%	2.7%	24.4%	3.6%	8.2%	1.8%	5.1%	10.9
CCCN(CCC)CCCNC(=O)CNC(=O)c1nn(-c2ccc(OC)cc2)c(=O)c2ccccc12	4.4%	-8.7%	-1.0%	-3.1%	8.6%	-13.3%	1.2%	-0.7%	-4.1
O=C(NC1(C(F)(F)F)N=C2SCCN2C1=O)c1cccnc1 (stereo not given)	14.0%	u	8.5%	19.5%	4.5%	12.3%	5.8%	13.2%	9.7
Cc1cc(C)c(NC(=O)CS(=O)CC(=O)Nc2ccc(N3CCOCC3)cc2)c(C)c1 (stereo not given)	-0.8%	-21.1%	-21.1%	7.0%	5.1%	0.5%	-4.0%	4.9%	18.3
Cc1ccnc(NC(=O)/C=C/c2cccs2)c1	u	u	u	11.6µM*	u	10.2%	-6.2%	u	-97.9*
COc1ccc2[nH]c(C(=O)Nc3ncc(C)cc3Br)cc2c1	13.6%	-4.5%	16.3%	-5.8%	7.5%	19.4%	2.0%	18.1%	-9.1
COc1cccc(CN2CC(C(=O)N(C)CCCC3CCCC3)CCC2=O)c1 (stereo not given)	-13.3%	-4.7%	-1.7%	-11.7%	-1.1%	7.0%	0.9%	13.1%	-13.0
COc1cc(C(=O)OC(C)C(=O)NC2CCCCC2C)c([N+](=O)[O-])cc1OC (stereo not given)	-0.5%	-1.1%	4.0%	u	7.1%	-12.3%	-3.2%	-1.7%	-7.1
Cc1ccc(F)c(S(=O)(=O)NC(=O)C2(C)CCN2C(=O)Cc2ccsc2)c1 (stereo not given)	14.4%	x	x	2.0%	0.0%	1.1%	-8.9%	13.1%	15.3
CCOc1ccccc1C(=O)N1CCN(C(c2ccccc2)c2ccccc2)CC1	0.0%	-3.3%	4.1%	4.5%	-1.9%	0.0%	-11.8%	0.0%	-83.3*
COc1ccccc1NC(=O)C1=C(C)Nc2nc(-c3cccnc3)nn2C1c1ccccn1 (stereo not given)	4.6%	13.9%	-3.5%	-0.7%	-15.8%	7.3%	-1.3%	2.0%	-1.6
COc1ccc(C(=O)NC(C)Cc2c[nH]c3ccccc23)cc1 (stereo not given)	9.9%	x	x	-10.2%	-0.2%	x	3.8%	5.1%	2.2
N#Cc1c(/N=C/c2ccc(Br)s2)sc2c1CCC2	15.5%	-2.1%	-15.4%	0.5%	14.2%	68.7%[activator]	-16.8%	7.0%	-3.2
O=C(NCc1ccoc1)c1ccc(NC(=O)c2ccccc2Cl)cc1	-2.7%[9.24 µM]	-5.2%	0.0%	u	1.0%	-2.7%	5.1%	-1.1%	-26.7
CCC(C)NC(=O)CSc1nc(-c2cccs2)cc(C(F)(F)F)n1 (stereo not given)	-0.1%	-4.4%	5.5%	-17.8%	-13.9%	-5.2%	-5.8%	-3.3%	-10.5
CC1=C(C(=O)OCC2CCCCC2)C(c2ccc(O)cc2)NC(=O)N1 (stereo not given)	-21.5%	-0.9%	3.1%	0.0%	-1.8%	14.9%	-0.3%	-0.2%	2.4
CC1CCCCN1C(=O)c1ccc(CS(=O)(=O)Cc2ccccc2)cc1 (stereo not given)	-6.9%	-8.0%	u	x	x	-10.2%	-20.8%	0.0%	9.3
C[C@@H]1CN([C@H](C)CO)C(=O)c2cc(NC(=O)Nc3ccc(F)cc3)ccc2O[C@H]1CN(C)C(=O)Nc1ccc(C(F)(F)F)cc1	u	6.9%	-4.7%	0.0%	0.0%	u	-11.5%	-18.9%	-71.7*
CN(C)CCCNC(=O)/C(=C\C=C\c1ccccc1)NC(=O)c1ccc([N+](=O)[O-])cc1	u	u	5.8%	u	0.0%	-36.9%	0.2%	-7.0%	-56.8*

Molecules listed so far with a nitro group on carbon (two):
SMILES	HT1080 IDH1KD tx	SW480 rerep	MCF10A rerep	KB-V1 MDR tox	KB-3-1 tox	ATXN2 expr inh	WRN helicase inh	HT1080-NT tox	IL1B secr inh
COc1cc(C(=O)OC(C)C(=O)NC2CCCCC2C)c([N+](=O)[O-])cc1OC (stereo not given)	-0.5%	-1.1%	4.0%	u	7.1%	-12.3%	-3.2%	-1.7%	-7.1
CN(C)CCCNC(=O)/C(=C\C=C\c1ccccc1)NC(=O)c1ccc([N+](=O)[O-])cc1	u	u	5.8%	u	0.0%	-36.9%	0.2%	-7.0%	-56.8*

(further entries)
SMILES	HT1080 IDH1KD tx	SW480 rerep	MCF10A rerep	KB-V1 MDR tox	KB-3-1 tox	ATXN2 expr inh	WRN helicase inh	HT1080-NT tox	IL1B secr inh
CN(C)c1ccc(C(=O)OCC(=O)NCCC2=CCCCC2)cc1	15.1%	-6.7%	6.8%	-24.1%	-5.9%	-3.9%	-24.3%	8.2%	27.5
COC(=O)c1ccc2nc(-c3ccc(OC)c(OC)c3)c(Cc3cccc(F)c3)n2c1	u	x	x	-27.1%	-2.4%	-22.3%	-4.6%	-24.9%	18.3
CCn1c(=N)n(CC(=O)OC)c2ccccc21	15.0%	-5.9%	11.5%	2.3%	12.4%	2.9%	30.3%	9.5%	24.7
Cc1ccc(/C=N/NC(=O)CSc2nc3ccccc3n2Cc2ccccc2)o1	-21.4%	-1.9%	u	u	-6.9%	-7.0%	-7.0%	-14.9%	37.9
Cc1cccc(NC(=O)COC(=O)c2ccccc2-c2nc3ccccc3s2)c1C	-26.9%	-4.2%	21.5%	u	-8.1%	-12.8%	-12.7%	-21.1%	0.0
COc1ccc2c(c1)CCc1c(C(=O)NCc3ccco3)noc1-2	8.8%	2.0%	9.1%	0.0%	-24.2%	44.4%[activator]	-5.9%	10.1%	-18.7
COc1ccc2nc(C)cc(SCC(=O)OC(C)C)c2c1	1.6%	-10.2%	28.6%	-7.4%	-2.7%	15.7%	-15.1%	-21.0%	-4.0
CCCCn1c(N)c(N(CCC(C)C)C(=O)c2cc(-c3ccco3)nc3ccccc23)c(=O)[nH]c1=O	2.0%	0.4%	u	-19.9%	-18.2%	18.1%	-25.2%	-6.1%	0.1
COc1ccccc1C(=O)NCC(=O)N1CCN(c2ncccn2)CC1	1.9%	-14.3%	-2.8%	u	2.6%	x	10.6%	9.2%	-13.7
COc1ccc(N2CCN(S(=O)(=O)c3cc(C)ccc3OC)CC2)cc1	-1.2%	-10.0%	5.1%	13.9%	-4.2%	-10.6%	-0.8%	2.9%	-9.7
Cc1ccc(NC(=O)C2CCCN2C(=O)c2cccs2)cc1C (stereo not given)	-2.0%	-8.0%	11.5%	3.6%	10.9%	9.2%	2.4%	5.4%	-16.4
COc1ccc(Cc2nnc(NC(=O)Cc3cccs3)s2)cc1OC	-1.1%	-2.1%	0.2%	-16.7%	6.2%	u	u	-2.9%	15.5
N/C(=N\S(=O)(=O)c1ccccc1)c1ccc([N+](=O)[O-])cc1	-10.8%	14.4%	2.6%	15.6%	14.7%	-6.5%	-32.8%[57.1 µM]	-0.4%	25.1
Cc1ccccc1Oc1ccc(-c2nc(N)nc(N)n2)cc1	-11.6%	-8.7%	14.3%	-1.4%	-6.7%	3.0%	-3.8%	-22.8%	31.8
COc1ccc(OC)c(NC(=O)c2ccc(CN3CCOCC3)cc2)c1	8.5%	-1.6%	2.2%	15.4%	11.1%	-7.3%	7.6%	14.5%	-21.5
COc1ccc(NC(=O)C2CCN(C(=O)[C@@H]3Cc4ccccc4CN3C(=O)OC(C)(C)C)CC2)cc1	13.6%	-1.4%	0.8%	-4.1%	7.5%	5.2%	-3.7%	5.0%	-9.1
CC(=O)CSc1ccc(-c2nc3cc(C)c(C)cc3[nH]2)cn1	-29.5%	11.5%	-0.6%[9.22 µM]	u	-1.2%	u	-5.5%	-16.8%	-82.3*
CC(=O)Nc1cc(NC(=O)C2C3C=CC(C3)C2C(=O)O)ccc1Cl (stereo not given)	-10.3%	-0.1%[9.22 µM]	-3.6%	-1.0%	-6.8%	-4.8%	7.8%	-5.0%	4.3
CC(SCc1ccccc1)C(=O)Nc1ccccc1Br (stereo not given)	11.0%	1.3%	0.4%	-5.7%	-1.0%	25.3%	2.9%	0.0%	22.4
C/C(=N\Nc1ccc(Cl)c(C(=O)O)c1)c1ccccn1	4.5%	-1.0%	-0.6%	15.8%	-7.8%	-13.9%	-6.3%	8.8%	40.9
CC(/C=N\Nc1nnc2c(n1)[nH]c1c(C)cccc12)=C\c1ccco1	u	-1.3%	7.4%	-22.2%	0.5%	-36.9%	-17.1%	-12.9%	64.8
